# Vif imaging: HIV Vif inhibition | HEK293T cells, Vif self-association by quenched fluorescence, imaging, 24 h | inhibition, % at 7.49 µM | 340,000 compounds, 0.35% hits; in the data active means inhibition above about 50%, passing the limit was not always enough; further: some results filed as inactive read as strong as hits
# MC4R ag barr: activates human MC4R beta-arrestin recruitment. P32245. U2OS MC4R beta-arrestin complementation, luminescence; percent of melanotan II response, DMSO zero. activation, % at 8.9 µM. 360,000 compounds, 0.98% hits. AID 540308;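 active means activation above a per-plate cutoff, the mean activation of sample wells on that plate plus 3 SD, cut at about 8% in these data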
# TLR9-MyD88 inh: TLR9-MyD88 interaction inhibition; Q9NR96+Q99836; CHO BLA complementation TLR9-MyD88, CCF4 FRET ratio; inhibition, % at 4.98 µM; 340,000 compounds, 0.21% hits; AID 504734;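 active means inhibition above the mean over all tested compounds plus 3 SD, cut at about 21% in these data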;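 further: 0% = DMSO only wells and 100% = clavulanate BLA inhibitor control wells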
# Granule exo inh: lytic granule exocytosis inhibition; TALL-104 LAMP-1 surface exposure, flow cytometry; cells stimulated with thapsigargin and PMA; inhibition, % at 10 µM; 360,000 compounds, 0.66% hits;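 active means inhibition above about 55%, limit read from the data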
# Glyco luc inh: blocks N-linked glycosylation in D54 reporter cells | D54 ERlucT glycosylation luciferase reporter, 24 h; percent of 100 nM tunicamycin response | reporter increase, % at 12.5 µM | 360,000 compounds, 0.23% hits | AID 588692;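 active means mean luciferase reporter signal, scaled so untreated is 0 and the glycosylation-blocking control 100, at or above a set limit in every replicate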;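 further: luciferase carries N-glycosylation sites so blocking glycosylation raises the light; 0% = median of neutral control wells and 100% = median of 100 nM tunicamycin wells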
# ABHD5 PLIN5 PPI: blocks binding of human ABHD5 to perilipin-5; Q00G26+Q8WTS1; Split G. princeps luciferase complementation, luminescence, 4 h; inhibition, % at 4 µM; 360,000 compounds, 0.78% hits;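 active means inhibition above the mean inhibition across every tested compound plus 3 SD, cut at about 22% in these data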;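 further: 0% = DMSO only wells and the 100% control is not disclosed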
# ABCB6 inh 2: blocks the human ABCB6 transporter. K562-ABCB6 porphyrin accumulation, flow cytometry, 1 h; stronger effect = lower value. 360,000 compounds, 0.19% hits. fluorescence ratio to DMSO, % at 10 µM. Q9NP58. AID 602162;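 active means fluorescence ratio to DMSO below 75%, the collection mean minus 3 SD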;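 further: signal is porphyrin accumulated inside mitochondria; 100% equals median channel fluorescence of DMSO control wells; lower ratio means ABCB6 inhibition with less porphyrin fluorescence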
# Target sequence (Q9NP58 whole entry, looked up): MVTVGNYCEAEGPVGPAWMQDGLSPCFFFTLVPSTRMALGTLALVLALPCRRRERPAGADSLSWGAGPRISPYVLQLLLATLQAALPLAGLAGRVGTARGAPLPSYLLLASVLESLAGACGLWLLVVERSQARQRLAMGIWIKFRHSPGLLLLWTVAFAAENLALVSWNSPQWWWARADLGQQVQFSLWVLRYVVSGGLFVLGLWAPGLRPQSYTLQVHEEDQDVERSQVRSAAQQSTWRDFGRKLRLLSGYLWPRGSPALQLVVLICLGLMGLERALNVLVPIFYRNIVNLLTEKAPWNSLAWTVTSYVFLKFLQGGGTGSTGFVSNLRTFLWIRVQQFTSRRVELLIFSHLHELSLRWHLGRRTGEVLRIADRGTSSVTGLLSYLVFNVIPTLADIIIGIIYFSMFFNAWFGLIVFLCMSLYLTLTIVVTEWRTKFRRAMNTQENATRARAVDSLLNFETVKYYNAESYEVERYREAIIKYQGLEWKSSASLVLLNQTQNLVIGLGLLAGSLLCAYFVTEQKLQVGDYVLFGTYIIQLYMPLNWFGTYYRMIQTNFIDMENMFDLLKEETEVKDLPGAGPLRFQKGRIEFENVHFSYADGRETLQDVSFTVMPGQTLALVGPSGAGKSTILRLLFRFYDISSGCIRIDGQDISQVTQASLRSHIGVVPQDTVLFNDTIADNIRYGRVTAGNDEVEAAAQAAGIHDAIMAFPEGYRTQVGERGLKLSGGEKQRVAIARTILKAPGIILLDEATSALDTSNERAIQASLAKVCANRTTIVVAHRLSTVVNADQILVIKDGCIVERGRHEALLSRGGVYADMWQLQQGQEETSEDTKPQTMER
# MC4R antagonist: antagonists of human melanocortin 4 receptor (MC4R) | inhibition, % at 6.5 µM | AID 540295 | 360,000 compounds, 0.48% hits | P32245 | MC4R-expressing cells, MTII-stimulated cAMP, LANCE TR-FRET;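 active means inhibition above its plate's cutoff, the mean of tested wells on that plate plus 3 SD, cut at about 29% in these data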;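 further: 0% = Melanotan II alone and 100% = Melanotan II plus saturating MCL0020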
#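 system = U2OS cells with stable human MC4R expression | also added = Melanotan II challenge after compound preincubation | dosing = one concentration, 6.5 µM nominal | incubation = compound 30 min, challenge 1 h, detection 1 h | measured by = TR-FRET with Eu-cAMP and labeled anti-cAMP, 671 nm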
# aDG glyco up: alpha-DG glycosylation activation. Pro5-aDG cells, alpha-DG glycosylation AlphaScreen (IIH6); 0% Pro5, 100% B10-LARGE cell signal. activation, % at 10 µM. 360,000 compounds, 0.22% hits. AID 624168;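 active means activation of at least 8% versus controls, or a plate z-score of at least 8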;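 further: Pro5 are CHO cells carrying HIG-tagged alpha-DG that lacks glycosylation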
# NOD2-RIPK2 inh: inhibitors of human NOD2-RIPK2 interaction; O43353; CHO BLA complementation NOD2-RIPK2, CCF4 ratio; inhibition, % at 4.98 µM; 360,000 compounds, 0.38% hits; AID 624267; in the data active means inhibition above about 21%;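 further: 0% = vehicle only and 100% = reference blocker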
# Numbers without * were called inactive; i = inactive; / = not tested or not shown. The list is partial, so the mix of outcomes need not match the whole.
SMILES,Vif imaging,MC4R ag barr,TLR9-MyD88 inh,Granule exo inh,Glyco luc inh,ABHD5 PLIN5 PPI,ABCB6 inh 2,MC4R antagonist,aDG glyco up,NOD2-RIPK2 inh
CCc1sc(C(=O)NCCCn2ccnc2)cc1Br,9,-2.0,-3,-1,0,8,100,5,-0.1,3
CC(=O)c1ccc(NC(=O)c2ccc3nc(C)sc3c2)cc1,-4,-1.9,-5,5,-1,-11,110,5,0.0,0
O=C(CSc1nc2ccccc2s1)N1CCCCC1,1,-0.2,-24,-4,-5,-6,98,2,0.1,-4
CN(C)C(=O)c1ccc(NC(=O)COC(=O)c2cc(S(=O)(=O)N(C)C)ccc2N2CCCC2)cc1,-11,-3.6,-3,8,1,-2,94,9,-0.2,3
CCN(CC)CCCNC(=O)c1ccccc1C,0,1.2,-7,-2,0,5,102,8,0.0,-15
O=C(/C=C/c1ccccc1O)c1ccc(Cl)cc1,-4,2.6,-7,6,2,58*,100,7,0.0,5
COc1ccc(CCNS(=O)(=O)c2ccc3c(c2)CCCC3)cc1OC,-15,-0.5,0,5,-2,-8,95,4,0.0,-2
N#CC(c1cccc(Cl)c1)c1ccc2c(C(F)(F)F)cc(C(F)(F)F)nc2n1 (configuration not stated),-4,-1.6,-4,1,-10,-4,92,-1,-0.8,-8
O=C(COC(=O)Cn1cnc2ccccc21)NCCc1ccccc1,13,-1.7,-4,3,0,-3,90,6,-0.4,2
Cc1cccc(OP(=O)(Nc2c(C)n(C)n(-c3ccccc3)c2=O)Oc2cccc(C)c2)c1,1,-2.2,0,2,-4,-3,96,2,0.0,3
CCN(CC)c1ccc(NC(=O)CN2CCN(CC(=O)Nc3ccc(F)cc3)CC2)cc1,2,-1.3,3,1,-3,-4,99,21,0.9,-1
C=CCn1c(SCC(=O)Nc2ccccc2C)nc2sc(C)c(C)c2c1=O,/,24*,0,-1,-2,3,73*,-3,0.3,-2
CCCN1CCN(CCCNC(=O)Cn2nc(-c3ccccc3)ccc2=O)CC1,0,-0.2,-3,13,0,-2,91,7,-0.2,-16
O=C1c2ccccc2C2(c3cc(C(F)(F)F)cc(C(F)(F)F)c3)NCCN12 (configuration not stated),/,2.0,4,15,-4,3,96,-3,0.1,-9
O=C(/C=C/c1ccccc1Cl)OCC(=O)N1CCCC1,-19,1.4,-10,-2,-3,-2,99,1,0.5,-15
CCOC(=O)Cc1csc(NC(=O)CSc2ncnc3c2cnn3-c2ccccc2Cl)n1,34,-0.3,3,1,-5,-10,92,12,0.0,4
O=C(NNc1ccccn1)c1ccccc1CC[N+](=O)[O-],-2,1.3,-8,-4,3,-4,76,10,-0.3,-4
COc1cccc(NC(=O)C(OC(=O)c2ccccc2NS(=O)(=O)c2cccs2)c2ccccc2)c1 (configuration not stated),-5,-2.7,3,0,-2,-16,105,5,0.0,-3
COC(=O)c1cn(NC(=O)CCC2CCCC2)c(=O)c2ccccc12,-5,2.7,7,-1,-1,-5,96,3,-0.3,6
CCc1ccc(C(O)c2ncc(-c3ccc(Cl)cc3)[nH]2)cc1 (configuration not stated),/,1.3,/,6,-1,-6,97,1,0.4,6
O=C(c1nn2c(C(F)(F)F)cc(-c3ccccc3)nc2c1Cl)N1CCN2CCCC2C1 (configuration not stated),-5,-0.3,-3,-6,6,0,101,9,-0.2,6
CCOC(=O)/C(C#N)=C1/C=C(C)c2ccccc2N1,-3,1.4,10,0,2,3,94,-4,0.7,-7
CC(C)CC(NS(=O)(=O)c1ccc2c(c1)oc(=O)n2C)C(=O)N1CC=C(c2ccccc2)CC1 (configuration not stated),-15,0.2,-1,5,1,6,97,8,0.4,7
COc1ccc(Cl)cc1C(=O)Nc1ccc2c(c1)OCCO2,0,-0.6,0,0,-3,-2,99,18,0.0,10
CCCCN1C(=O)c2ccc(C(=O)NC3=NCCS3)cc2C1=O,4,0.3,-5,-4,-1,12,86,8,-0.1,7
CS(=O)(=O)N(CC(=O)N1CCCC1)c1ccc2c(c1)OCCO2,0,-1.4,4,-5,4,2,100,7,-0.1,6
O=[N+]([O-])c1ccc(/C=N/n2c(-c3ccccc3)n[nH]c2=S)cc1,-4,-3.4,5,7,3,-3,103,14,0.2,1
CN(C)C(=O)C(CCN1CCC(O)(c2ccc(Cl)cc2)CC1)(c1ccccc1)c1ccccc1,-3,3.2,-8,10,-8,-1,i,13,0.9,-6
Cc1cccc(-n2nnc(C(=O)NCc3ccccn3)c2N)c1,-2,-1.8,6,-4,1,1,98,6,-0.2,12
C(=Nc1ccc(N2CCOCC2)cc1)c1c[nH]c2ccccc12,14,-1.4,-17,9,5,-19,97,-6,0.0,-1
Cc1ccc(NC(=O)CCc2ccc(S(=O)(=O)N3CCOCC3)cc2)c(C)c1,5,0.3,-8,1,-1,-2,97,-2,-0.4,12
O=C(CCC1CCCC1)NCCS(=O)(=O)N1CCN(c2ccc(F)cc2)CC1,-21,2.7,-3,-3,-3,-5,95,-3,0.0,-6
Cc1cccc(NC(=O)CSc2nnc(CNC(=O)c3ccco3)n2C)c1,5,-0.9,0,-1,0,2,97,7,-0.1,-6
COc1ccc(/C=N/N2CCN(C)CC2)c(OC)c1OC,-7,1.2,-2,-1,2,5,94,5,-0.2,-10
Cc1cccc(N(CC(=O)NC2CCCC2)C(=O)c2cc3cc4cccc(C)c4nc3s2)c1C,-6,-2.3,-7,0,-4,-4,99,23,0.6,-3
Cc1nc2ccc(F)cc2cc1C(=O)Nc1ccc(Cl)c(Cl)c1,-5,9.9*,-9,-5,2,4,99,-1,0.3,1
CCOC(=O)C1C(=O)C=C(c2ccc([N+](=O)[O-])cc2)CC1c1ccccc1 (configuration not stated),-4,-2.0,1,-1,-2,2,93,3,-0.1,8
CCc1nc2ccccc2c(C(=O)Nc2ccc(F)cc2)c1C,-4,-2.3,-13,-2,1,-4,94,9,0.0,-1
COC(=O)CCC(=O)Nc1nc(-c2ccccc2)cs1,13,1.6,9,-4,3,7,90,-3,-0.1,-6
O=C(NN1C(=O)c2ccccc2C1=O)c1ccncc1,-4,-1.1,-11,-4,0,3,98,4,-0.2,1

# Molecules listed so far with a cyano group (2):
SMILES,Vif imaging,MC4R ag barr,TLR9-MyD88 inh,Granule exo inh,Glyco luc inh,ABHD5 PLIN5 PPI,ABCB6 inh 2,MC4R antagonist,aDG glyco up,NOD2-RIPK2 inh
N#CC(c1cccc(Cl)c1)c1ccc2c(C(F)(F)F)cc(C(F)(F)F)nc2n1 (configuration not stated),-4,-1.6,-4,1,-10,-4,92,-1,-0.8,-8
CCOC(=O)/C(C#N)=C1/C=C(C)c2ccccc2N1,-3,1.4,10,0,2,3,94,-4,0.7,-7

# Other compounds.
SMILES,Vif imaging,MC4R ag barr,TLR9-MyD88 inh,Granule exo inh,Glyco luc inh,ABHD5 PLIN5 PPI,ABCB6 inh 2,MC4R antagonist,aDG glyco up,NOD2-RIPK2 inh
O=C(N/N=C/c1cc(Cl)ccc1O)c1cccnc1,5,-0.7,6,2,0,5,97,4,0.9,8
CCCCN(CC)C(=O)/C=C/c1cccc([N+](=O)[O-])c1,8,-0.3,-3,-4,1,6,95,8,-0.2,-1
CN1CCC(N(C)S(=O)(=O)c2ccc(NC(=O)COc3cccc(Cl)c3)cc2)CC1,3,-0.8,1,20,1,4,99,-10,0.7,-1
Cn1c(-c2ccccc2)cnc1SCC(N)=O,3,-0.6,-3,2,1,-2,106,6,0.2,-6
COCCN(C(=O)CSCc1ccccc1)c1c(N)n(Cc2ccccc2)c(=O)[nH]c1=O,0,-0.5,-2,-7,0,0,100,2,-0.3,8
CCC(C)NC(=O)c1ccc(NC(=O)C2CCCO2)cc1 (configuration not stated),-22,0.6,-8,-3,0,-2,104,-4,0.0,-9
Cc1ccc(C(=O)CNc2cccc([N+](=O)[O-])c2)cc1,/,1.9,-6,-1,2,2,100,-2,0.1,-4
Cc1ccc(/C=C/c2nnc(-c3ccccc3)o2)cc1,5,0.9,-11,2,-4,0,99,-1,0.4,-25
CCn1c(SCc2ccccc2)nc2c(c1=O)SCC2,-8,0.4,-14,-2,-1,1,97,2,0.0,-2
O=C(Cc1coc2cc(O)ccc12)N1CCN(S(=O)(=O)c2ccc(Br)cc2)CC1,-6,-1.2,4,-5,-3,-10,96,10,0.2,-4
CN(C1CCCCC1)S(=O)(=O)c1ccc2c(c1)c(=O)c(C(=O)NCCCN1CCCC1)cn2C,1,1.4,-22,-3,-6,7,100,4,-0.1,-5
CCOC(=O)C1CCN(S(=O)(=O)c2ccc(NC(=O)c3ccco3)cc2)CC1,-3,-3.4,2,-2,-2,-8,90,3,-0.1,-9
CCNC(=O)C1CCCN(Cc2ccc3ccccc3c2Br)CC1 (configuration not stated),/,-0.3,/,-3,-1,-1,96,3,-0.3,3
CCCCc1nc(C(N)=O)c2[nH]c(=O)n(-c3ccc(OC)cc3OC)c2n1,12,-2.2,-14,-2,3,-2,102,9,0.1,0
Cc1ccc(S(=O)(=O)NCCC(=O)Nc2nnc(C3CC3)s2)cc1C,-3,-1.4,4,0,-1,1,96,12,0.2,8
COc1ccc(-n2nnnc2SCC(=O)NC2CC2)cc1,0,-1.1,3,3,-1,-1,98,18,0.0,-6
Cc1cnc(C(=O)OCC(=O)Nc2ccc(Cl)cc2)cn1,8,-1.2,-5,-3,1,-3,97,-2,-0.2,-5
CC(=O)NC(c1ccc(Cl)cc1)c1ccc2cccnc2c1O (configuration not stated),-4,-0.1,2,0,-9,11,101,4,-0.2,-4
Cc1cc(=O)n(C(C)Cc2ccccc2)n1C(C)Cc1ccccc1 (configuration not stated),-3,-0.5,-2,9,1,3,95,3,-0.2,-1
COc1ccc(/C(C)=N/NC(=O)CNC(=O)/C=C/c2ccccc2OC)cc1,-3,-3.0,-1,0,-1,-5,101,-1,0.1,-10
Cc1ccc(NC(=O)c2ccc(CSc3nnc(-c4ccncc4)n3C)cc2)c(C)c1,5,-2.0,-6,4,4,4,97,2,0.0,1
CCCn1c(=O)c(Cc2ccccc2)c(O)c2ccccc21,0,-0.5,-8,-3,0,1,97,2,-0.2,4
O=C(CC1SC(=NCCc2ccccc2)N(/N=C/c2cccs2)C1=O)Nc1ccc(Cl)cc1 (configuration not stated),-1,6.8,-13,2,-1,-17,81,-3,0.2,-15
CC1CCCC(NC(=O)COC(=O)c2n[nH]c3ccccc23)C1C (configuration not stated),0,-0.3,-4,-5,2,-4,95,-1,0.0,0
CCc1ccc(N/C(=N/c2nc(C)cc(C)n2)NC(C)=O)cc1,-12,-0.2,12,5,0,3,85,7,0.4,-10
CC(=O)Nc1ccc(S(=O)(=O)NCCS(=O)(=O)N2CCN(c3ccccc3F)CC2)cc1,-9,-0.9,4,-3,-2,-2,94,7,0.0,-5
CCc1c(C)nc(SCC(=O)Nc2ccc(Br)cc2)[nH]c1=O,/,3.1,4,-7,0,18,101,0,-0.2,-4
CN1CCN(c2nc3ccccc3nc2C(C#N)C(=O)OC2CCCCC2)CC1 (configuration not stated),2,-1.9,6,3,-4,3,65*,1,-0.6,-4
COc1ccc(N2CCN(C(=O)CCCSc3nc4ccccc4[nH]3)CC2)cc1,-2,-2.2,-8,2,-3,1,91,-3,0.1,-5

# Screening data: PubChem, several laboratories
